SIAE primary: inhibitors of human sialic acid acetylesterase SIAE | inhibition, % at 9.66 µM | SIAE FP-Rh probe binding, fluorescence polarization | Q9HAT2 | 370,000 tested, 0.69% active;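 active = inhibition above a cutoff: mean of compounds within the control limits plus 3 SD of those, cut at about 17% in these data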;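 note: 0% = plate median of compound wells and 100% = probe without SIAE protein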
Target sequence (Q9HAT2 whole entry, looked up): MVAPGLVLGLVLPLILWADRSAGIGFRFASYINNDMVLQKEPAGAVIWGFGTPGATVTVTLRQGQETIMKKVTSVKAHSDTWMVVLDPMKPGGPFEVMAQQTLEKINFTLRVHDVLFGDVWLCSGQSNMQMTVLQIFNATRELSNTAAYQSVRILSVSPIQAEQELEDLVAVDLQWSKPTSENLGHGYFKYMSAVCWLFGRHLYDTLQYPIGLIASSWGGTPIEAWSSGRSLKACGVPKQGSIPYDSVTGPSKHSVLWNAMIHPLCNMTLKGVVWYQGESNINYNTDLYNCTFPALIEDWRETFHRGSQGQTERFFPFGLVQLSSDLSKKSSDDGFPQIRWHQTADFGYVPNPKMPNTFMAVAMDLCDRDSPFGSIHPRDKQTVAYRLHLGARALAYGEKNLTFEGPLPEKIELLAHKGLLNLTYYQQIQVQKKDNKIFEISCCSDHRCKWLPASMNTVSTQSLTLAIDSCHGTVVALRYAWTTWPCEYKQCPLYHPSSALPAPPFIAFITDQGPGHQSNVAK
HTRA1 inhibitor: HTRA1 (human) protease inhibition; recombinant HTRA1, FP-rhodamine activity-based probe, fluorescence polarization; inhibition, % at 5.96 µM; 340,000 tested, 0.5% active; AID 504803; in the data active = inhibition above about 36%;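 note: 0% = enzyme with DMSO and 100% = wells lacking enzyme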
PRMT1 FP inh: inhibitors of human PRMT1 | Q99873 | recombinant PRMT1, activity-based probe fluorescence polarization | inhibition, % at 2.79 µM | 370,000 tested, 1.3% active;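 active = inhibition above about 21% made by adding two undisclosed values, limit read from the data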
TCR CD3 inh: inhibitors of human TCR-CD3 interaction | TAMRA-labeled TCR probe fluorescence, biochemical | inhibition, % at 9.4 µM | 360,000 tested, 0.37% active | AID 651800; in the data active = inhibition above about 19%;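 note: recombinant mutant TCR 2C K166C tagged with TAMRA read by polarization; 0% = receptor in buffer alone and 100% = receptor with positive control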
PG9 Ab binder: binds the HIV-1 gp120 antibody PG9 | TR-FRET gp120-PG9 antibody binding | inhibition, % at 6.7 µM | 360,000 tested, 0.43% active; in the data active = inhibition above about 8.5%
rCAG binder: molecules binding r(CAG) RNA repeats; AID 651821; inhibition, % at 3 µM; 370,000 tested, 1.3% active; r(CAG) RNA repeat, TO-PRO-1 dye displacement fluorescence;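 active = inhibition above the plate cutoff, the mean of all test compounds on that plate plus 3 SD, cut at about 35% in these data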;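 note: 0% = DMSO alone and 100% = 100 µM mitoxantrone as full dye displacement; higher means more dye released from RNA so lower well fluorescence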
LEDGF integ inh: blocks HIV-1 LEDGF/p75-dependent DNA integration | TR-FRET IN-LEDGF/p75 DNA integration, Eu/Cy5 | 370,000 tested, 0.64% active | AID 743269 | inhibition, % at 3.7 µM;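 active = inhibition above the screen-wide mean plus 3 SD, cut at about 13% in these data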;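 note: signal is the Cy5 over europium emission ratio at 671 and 618 nm; 0% = plate median of compound wells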
NR1D1 modulator: modulates human Rev-erb alpha binding to DNA. P20393. Rev-erbα–FITC-DNA binding, fluorescence polarization, 90 min. activity, % at 10 µM. 370,000 tested, 0.79% active. AID 1259318;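 active = activity above about 14%, limit read from the data; passing the limit was not always enough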;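 note: 0% = DMSO wells with 35 nM protein and 100% = DMSO wells with 750 nM protein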
TDP2 inh: TDP2 (human) inhibition, absorbance primary screen; O95551; recombinant TDP2, T5PNP hydrolysis, p-nitrophenol absorbance 415 nm; inhibition, % at 12.8 µM; 370,000 tested, 0.34% active; AID 720702;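 active = inhibition above the mean of all tested compounds plus 3 SD, set per campaign, cut at about 25% in these data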;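 note: 0% = DMSO with enzyme and 100% = buffer with substrate but no TDP2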
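Test system: Human TDP2 enzyme | Reagent: 5 mM T5PNP | Compound dosing: 12.8 µM single point, 1% DMSO | Incubation: Enzyme reaction with compound for 2 h at 37 °C | Technique: p-Nitrophenol epi absorbance | Read-out: % inhibition relative to enzyme-containing and enzyme-free wells | Benchmarks: High control without enzyme, low control DMSO plus TDP2 | Replicates: Singlicate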
ABHD4 inh: inhibits mouse alpha/beta hydrolase domain 4 | Q8VD66 | purified mABHD4, FP-Rh probe fluorescence polarization | inhibition, % at 8.92 µM | 370,000 tested, 0.54% active | AID 720543;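 active = inhibition exceeding the mean over every tested compound plus 3 SD, cut at about 30% in these data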;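 note: 0% = plate median of compound wells and 100% = S159A mutant with DMSO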
Target sequence (Q8VD66 whole entry, looked up, the tested form may be a part): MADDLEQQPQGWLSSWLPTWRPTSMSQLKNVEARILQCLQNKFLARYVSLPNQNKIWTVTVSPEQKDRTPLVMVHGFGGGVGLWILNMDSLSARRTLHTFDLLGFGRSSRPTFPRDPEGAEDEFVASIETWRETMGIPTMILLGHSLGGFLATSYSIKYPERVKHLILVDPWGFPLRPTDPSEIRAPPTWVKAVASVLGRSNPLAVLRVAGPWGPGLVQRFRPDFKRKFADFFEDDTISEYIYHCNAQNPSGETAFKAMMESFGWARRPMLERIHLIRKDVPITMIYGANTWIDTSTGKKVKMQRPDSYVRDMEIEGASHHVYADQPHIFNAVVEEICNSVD
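Assay system: mABHD4 protein; medium: HEPES pH 7.0, NaCl, Pluronic buffer; dosing: 8.92 µM, single dose; schedule: 45 min + 60 min at 25 °C; signal: FP readout, ex 525 nm / em 598 nm; read-out: normalized percent inhibition of probe labeling; repeats: single replicate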
Numbers without * were called inactive; . = no result given.

SMILES	SIAE primary	HTRA1 inhibitor	PRMT1 FP inh	TCR CD3 inh	PG9 Ab binder	rCAG binder	LEDGF integ inh	NR1D1 modulator	TDP2 inh	ABHD4 inh
CC1CN(Cc2nc3c(c(=O)n(C)c(=O)n3C)n2CCCc2ccccc2)CC(C)O1 (stereo not given)	6	4	-1	3	-0.5	-3	0	1	-6	1
Cn1cc(CN2CCC(C(=O)Nc3cccc(-c4cscn4)c3)CC2)cn1	8	2	-1	-4	-2.0	-3	0	-2	11	2
COc1ccccc1NC(=O)CSc1nnnn1-c1ccc2c(c1)OCO2	-7	-11	3	0	-0.4	-4	0	-1	6	-2
O=C(NCCCN1CCOCC1)c1[nH]c(C(F)(F)F)nc1-c1ccccc1	2	.	-3	-2	3.1	-1	1	-3	-2	-3
O=c1[nH]c(-[n+]2ccccc2)c(/C=N/N=C(\[O-])c2ccccc2)s1	2	2	5	-6	-3.4	-3	-6	2	-22	0
COc1ccc(OC)c(NS(=O)(=O)c2ccc(Cl)nc2)c1	-2	-6	-1	2	1.2	1	-1	-2	5	4
O=C(Nc1ncccn1)c1ccc(Cl)c([N+](=O)[O-])c1	-12	0	0	3	-2.0	2	-1	0	5	1
CCC(Sc1ncccc1C(=O)Oc1cccc([N+](=O)[O-])c1)C(=O)Nc1ccccc1OC (stereo not given)	4	-10	5	4	0.0	6	-2	-5	3	2
Cc1ccc(NC(=O)c2cnccn2)cc1C	-5	12	-1	-3	2.5	2	7	-5	-19	-8
COCCn1c(C)cc(C(=O)COC(=O)c2ccccc2Br)c1C	-10	-8	4	-3	0.1	-4	5	-3	-1	-6
CC1=C(C(=O)N2CCOCC2)CC(CC(=O)NC2CC2)C(=O)N1Cc1ccc(C(C)(C)C)cc1 (stereo not given)	-5	-8	7	-9	-0.4	-2	-4	-4	0	-11
Cc1ccc(C)c(OCCC(=O)OCC(=O)Nc2cccc(S(=O)(=O)N3CCCC3)c2)c1	-13	-28	-1	7	-0.6	4	2	-1	10	2
CN(CC(=O)Nc1ccccc1Cl)C(=O)c1cccc(S(=O)(=O)N2CCN(c3ccc(F)cc3)CC2)c1	3	-13	4	-8	-0.2	3	-2	0	-2	2
COc1ccc(C2CC(=O)C(c3ccccc3OC)=CN2Cc2ccccc2)cc1 (stereo not given)	1	.	-3	1	-1.3	-1	2	-3	5	7
CCC(CO)N=CC1=C(O)CC(C)(C)CC1=O (stereo not given)	1	-10	0	0	-3.3	1	-4	2	-2	-6
Cc1ccc(C)c(C(=O)CCC(=O)O)c1	3	-5	1	-11	0.1	0	0	-1	-1	1
COc1ccc(CN(C(=O)c2cnccn2)C(C(=O)NC(C)(C)C)c2cc(OC)c(OC)c(OC)c2)cc1 (stereo not given)	-1	0	-1	-4	0.3	0	0	1	9	-1
N#Cc1c(C(F)(F)F)cc(-c2cccc(Cl)c2)[nH]c1=O	3	-25	-2	4	0.1	34	5	-8	11	-26
O=S1(=O)CC(N2CC=CC2)CN1Cc1cn(Cc2ccccc2)nn1 (stereo not given)	1	.	0	6	-1.8	3	1	0	-4	1
O=C(CN(C(=O)c1csnn1)c1ccc2c(c1)OCCO2)NCc1ccc(F)cc1	3	-5	0	-11	-1.8	0	2	-7	13	1
Cc1ccc(C(=O)NCc2ccc3c(c2)OCO3)cc1N1CCCC1=O	-3	-5	0	6	-0.5	-1	-1	-6	5	-2
CCOC(=O)c1c(C)n(C)c2cc(CN(C)C)c(O)c(S(=O)(=O)c3ccccc3)c12	2	6	2	2	-4.0	0	0	4	-2	0
O=C(NC1(C(F)(F)F)NC(=O)N(Cc2cccnc2)C1=O)c1ccccc1Cl (stereo not given)	5	4	-4	4	1.5	0	-2	3	-5	-2
Clc1ccc(Nc2nc(N3CCOCC3)nc(N3CCOCC3)n2)cc1Cl	-6	-1	2	-1	-1.3	-2	-3	0	-5	0

Compound profiles, as listed above. Values in the order: SIAE primary	HTRA1 inhibitor	PRMT1 FP inh	TCR CD3 inh	PG9 Ab binder	rCAG binder	LEDGF integ inh	NR1D1 modulator	TDP2 inh	ABHD4 inh
Profile of `O=C(CN(C(=O)c1csnn1)c1ccc2c(c1)OCCO2)NCc1ccc(F)cc1` : 3	-5	0	-11	-1.8	0	2	-7	13	1
Profile of `CN(CC(=O)Nc1ccccc1Cl)C(=O)c1cccc(S(=O)(=O)N2CCN(c3ccc(F)cc3)CC2)c1` : 3	-13	4	-8	-0.2	3	-2	0	-2	2

Remaining list, next part
SMILES	SIAE primary	HTRA1 inhibitor	PRMT1 FP inh	TCR CD3 inh	PG9 Ab binder	rCAG binder	LEDGF integ inh	NR1D1 modulator	TDP2 inh	ABHD4 inh
CCS(=O)(=O)N1CCCC(C(=O)NCc2cccnc2)C1 (stereo not given)	-2	-7	0	-3	-0.9	1	-4	-1	-1	8
Cc1n(-c2ccccc2)c2ccc(Cl)cc2[n+]1CCO	-5	4	0	5	-2.4	-3	-1	2	-4	3
COC(=O)C(C)N1C(=O)S/C(=C\c2ccc(-c3ccc(C(=O)O)cc3C)o2)C1=O (stereo not given)	0	-23	4	1	-3.3	44*	12	5	-5	19
CCOC(=O)C1(Cc2cccc(Cl)c2)CCCN(C(=O)C(C)(C)C)C1 (stereo not given)	1	-2	-4	2	-0.7	-11	2	10	4	-4
Cc1ccc2nc(C(=O)N3CCCC(Nc4ccc(F)cc4)C3)cn2c1 (stereo not given)	2	1	-1	-5	-2.1	-5	-1	7	-3	-1
CCSc1nsc(NC(=O)Nc2cccc(F)c2)n1	-26	-46	-1	-4	-2.3	63*	5	-7	-9	-68
c1csc(-c2nc(CN3CCSCC3)cs2)c1	5	2	0	-5	0.8	-3	3	7	1	0
Cc1ccc(OC(=O)CCC(=O)N2CCc3ccccc32)cc1	-5	2	-3	-3	-3.5	-5	-2	1	2	5
Cc1ccc(C(=O)Nc2ccc(N3CCCC3)cc2)c(C)c1	2	36	1	-2	0.1	13	3	-3	-9	9
O=S(=O)(CC1NCc2cc(F)ccc21)NCc1ccc(F)cc1 (stereo not given)	-4	.	-3	.	.	3	4	0	-4	-6
Cc1ccc(C(=O)NNS(=O)(=O)c2ccccc2[N+](=O)[O-])cc1	5	5	5	-5	2.2	-3	-3	-3	-2	-6
COc1ccccc1-n1c(SCC(=O)NCc2ccc3c(c2)OCO3)nc2cc([N+](=O)[O-])ccc21	8	-17	84*	1	2.9	7	2	-2	2	4
Oc1ccc(/C=N/n2c3ccccc3c3ccccc32)cc1	0	22	0	4	0.5	25	-1	7	-8	-10
COc1ccc(C(=O)NCc2cnn(C)c2C)cc1OC1CCN(C(C)C)CC1	0	0	-2	-5	-0.9	-5	-1	5	3	3
CC(OC(=O)C1=NNC(=O)CC1)C(=O)Nc1ncc(Cl)cc1Cl (stereo not given)	7	-6	-4	-8	-0.2	0	2	2	-9	2
COc1ccc(CNC(=O)C(OC(=O)c2ccco2)c2ccccc2F)cc1 (stereo not given)	-3	-4	5	1	-0.2	1	0	1	2	-1
Cc1ccccc1/C=N/N=C1/NC(=O)CCS1	-3	6	6	-9	1.0	-1	-1	1	4	-6
Cc1ncc(CO)c(/C=N/NC(=O)c2cccc(S(=O)(=O)N3CCCC3)c2)c1O	-2	7	9	27*	-2.7	8	-7	3	-8	7
Cc1cccc(-n2nnnc2SCC(=O)c2cc(C)n(CC3CCCO3)c2C)c1 (stereo not given)	-2	-48	1	-3	-0.7	-4	-1	3	-13	5
COC(=O)[C@]1(C)CN(C(=O)OC(C)(C)C)C2=C1C(=O)C[C@](C)(C(=O)OC(C)(C)C)C2	5	.	5	.	.	-1	-2	1	8	4
CCc1ccccc1NC(=O)C1CC(c2ccc(F)cc2)=NO1 (stereo not given)	0	0	-4	3	1.2	-6	1	-3	-1	3
CCN1CCN(CCCNC(=O)c2ccc3c(=O)n(CCc4ccccc4)c(=O)[nH]c3c2)CC1	-6	2	-3	-11	-1.3	-2	2	3	-22	-11
COc1cc(C(=O)NCc2nnc(SCC(=O)c3ccc(Cl)cc3)o2)cc(OC)c1OC	-4	-4	-5	-3	-2.5	3	-4	-5	-8	-11
CC1=NNC(=O)C1Cc1c(Cl)cccc1Cl (stereo not given)	3	7	0	-5	0.2	1	2	0	8	1
Cc1cc(C)n2nc(SCc3ccccc3C(=O)O)nc2n1	-4	-7	7	-10	1.5	3	3	-2	6	-10
CC1(C)CC(NC(=O)C2CCN(S(=O)(=O)c3ccccc3C(F)(F)F)CC2)CC(C)(C)N1	2	-6	-1	-1	-1.0	-2	-1	-2	15	4
O=C(Nc1ccc(C(=O)O)cc1)/C(=C\c1ccco1)NC(=O)c1ccccc1	3	-4	19	4	-1.5	3	6	3	-3	2
COc1ccccc1/C=N/n1c(N)c(S(=O)(=O)c2cccs2)c2nc3ccccc3nc21	-2	4	-1	6	-0.9	3	0	2	3	1
O=C1c2ccccc2C(=O)N1CSc1nnc(Nc2ccccc2)s1	1	.	-1	-4	-0.8	0	-2	-1	-3	7
COc1ccc(-c2coc3cc(O[C@@H]4O[C@H](CO)[C@@H](O)[C@H](O)[C@H]4O)c(OC)cc3c2=O)cc1	5	0	-1	0	-1.4	-1	0	2	4	0
CCOC(=O)CNC(=O)CSc1ncnc2c1cnn2-c1ccccc1	1	-2	0	-1	-2.3	1	-3	1	1	6
Cc1ccsc1CN(C)CC(=O)N(C)CC(=O)Nc1c(Cl)cccc1Cl	6	3	-1	-3	-1.9	0	-3	-6	12	5
CCOC(=O)c1nc(NCc2ccccc2)c2ccccc2n1	-5	-2	-4	-3	-0.6	-3	2	17	-3	-7
CCC(C)(NC(=O)c1cccc(N2C(=O)CSC2c2ccccc2)c1)C(=O)Nc1ccccc1C (stereo not given)	5	-17	-4	4	-0.6	-5	-2	1	2	0
COC(=O)c1ccc(CSc2ccccc2NC(=S)Nc2cccc(C(F)(F)F)c2)o1	0	-10	4	8	-1.2	4	1	-1	3	3
O=C(O)CCCC(=O)Nc1ccccc1C(=O)N1CCOCC1	-4	6	1	-7	0.7	-1	-2	-3	-5	0
COc1ccc(/C=C/C(=O)NC(=S)NNC(=O)[C@H]2C[C@@H]2c2ccccc2)cc1OC	-10	7	-1	4	-2.1	12	-2	-3	-5	1
O=C(NCCCN1CCOCC1)c1cc(Cl)ccc1[N+](=O)[O-]	10	1	1	-5	-2.3	-1	0	-4	10	-1
Cc1c(C(=O)N(C)c2ccc(Cl)cc2)cnn1-c1ccccc1	1	9	0	2	-0.1	-1	-3	2	-10	8
CCn1cc(S(=O)(=O)CC(=O)Nc2cc(C)ccc2C)c2ccccc21	1	-1	3	-5	-0.8	0	-2	-5	5	5
CC1(C)CC(=O)c2cc(C(=O)NNc3ccccc3)c(=O)n(-c3ccccc3)c2C1	11	-1	2	1	0.6	0	-4	1	8	3
COc1cccc(OCCCOc2ccccc2C(C)C)c1	3	-8	3	-4	0.9	-4	-2	2	-10	-1
Cc1c(NC2=CC(=O)CC(C)(C)C2)c(=O)n(-c2ccccc2)n1C	-6	2	-2	5	-1.1	0	-4	2	-5	1
COc1ccc(-c2nc3ncccn3c2Nc2ccccc2)cc1	1	5	-2	4	-3.8	-2	1	-4	-4	3
COc1ccc(C(CNC(=O)CN2C(=O)NC3(CCCC3)C2=O)N(C)C)cc1 (stereo not given)	4	-2	-3	7	-1.1	-3	-1	-6	19	-3

Compound activity from PubChem.

A portion of the library (hit frequency here may not be typical).
